Screening data (PubChem BioAssay)
RPL19A-GFP yeast: yeast TOR pathway RPL19A-GFP modulation | S. cerevisiae RPL19A-GFP strain, flow cytometry, 3 h; active compounds read low | percent response vs DMSO, % at 10 µM | 330,000 compounds, 0.3% hits | AID 2025;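 active means percent response vs DMSO below 50%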;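 further: median channel GFP fluorescence of the barcoded RPL19A-GFP strain; ratio of sample median GFP to plate DMSO average so 100% = DMSO; lower means less RPL19A-GFP as with rapamycin TOR inhibition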
AGP1 TOR yeast: yeast TOR pathway AGP1-GFP modulation. 320,000 compounds, 0.02% hits. S. cerevisiae AGP1-GFP multiplex flow cytometry, 3 h; GFP as percent of DMSO wells. GFP response vs DMSO, % at 10 µM;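 active means GFP response relative to DMSO above a set limit, near screen average plus 3 SD, cut at about 150% in these data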;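 further: median GFP channel fluorescence of the gated AGP1 strain per well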
MEP2-GFP yeast: alters MEP2-GFP fluorescence in TOR pathway yeast screen | S. cerevisiae MEP2-GFP strain, flow cytometry GFP, 3 h; 100% = DMSO control level | GFP response vs DMSO, % at 10 µM | 330,000 compounds, 0.51% hits;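 active means GFP response versus DMSO above a set limit, roughly screen mean plus 3 SD, cut at about 180% in these data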;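 further: median GFP fluorescence of the barcode-gated MEP2-GFP cells per well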
CIT2 TOR yeast: yeast TOR pathway CIT2-GFP modulation. S. cerevisiae CIT2-GFP strain, flow cytometry, 3 h; 100 means same as DMSO wells. GFP response vs DMSO, % at 10 µM. 320,000 compounds, 0.065% hits;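 active means GFP response relative to DMSO above a set limit, near the screen mean plus 3 SD, cut at about 150% in these data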;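 further: ratio of well median GFP fluorescence to mean of DMSO wells on the plate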
LAP4-GFP MLPCN: alters LAP4-GFP fluorescence in TOR pathway yeast screen; S. cerevisiae LAP4-GFP multiplex, flow cytometry GFP, 3 h; median GFP as percent of DMSO wells; GFP response vs DMSO, % at 10 µM; 320,000 compounds, 0.34% hits; AID 2023;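 active means GFP response vs DMSO above a set limit, about the screen mean plus 3 SD, cut at about 150% in these data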
VLA-4 inh: inhibition in a human VLA-4 binding assay. P13612. VLA-4 expressing cells, ligand binding flow cytometry. inhibition, % (about 7 µM as worked out from the volumes in the protocol). 330,000 compounds, 0.2% hits. AID 2557; in the data active means inhibition above about 50%
GASC-1 inh: human JMJD2C demethylase inhibition; 330,000 compounds, 0.069% hits; GST-JMJD2C(1-420) H3K9me3 demethylation, DELFIA europium; Q9H3R0; inhibition, % at 2.35 µM;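 active means more than half of a compound's replicate wells show inhibition beyond 50%, single wells judged on their own value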;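 further: signal counts dimethyl H3K9 product captured on neutravidin plate; 0% = median of DMSO wells and 100% = 0.3 times that DMSO median; strong numbers were not always called active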
Target sequence (Q9H3R0 1-420 limits assumed): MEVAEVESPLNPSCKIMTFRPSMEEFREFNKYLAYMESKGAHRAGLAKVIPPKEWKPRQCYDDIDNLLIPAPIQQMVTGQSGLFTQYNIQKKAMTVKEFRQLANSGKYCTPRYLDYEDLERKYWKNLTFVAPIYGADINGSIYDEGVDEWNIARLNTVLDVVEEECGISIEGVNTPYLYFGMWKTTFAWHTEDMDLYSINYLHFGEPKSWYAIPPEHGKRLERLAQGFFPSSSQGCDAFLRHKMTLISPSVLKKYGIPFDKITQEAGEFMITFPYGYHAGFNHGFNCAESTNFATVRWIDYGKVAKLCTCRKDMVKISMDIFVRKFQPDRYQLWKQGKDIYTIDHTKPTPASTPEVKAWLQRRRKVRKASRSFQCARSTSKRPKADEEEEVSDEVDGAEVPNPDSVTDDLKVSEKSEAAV
GRK2 aptamer HTS: inhibitors of human GRK2 displacing RNA aptamer. inhibition of aptamer binding, % at 10 µM. 330,000 compounds, 0.59% hits. bead flow cytometry, FAM-aptamer displacement from GRK2;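 active means inhibition of aptamer binding above 40%, roughly 3 SD of noise, on plates passing a quality check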;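 further: median bead fluorescence of bound FAM aptamer so fluorescent compounds give negative values; no value below 0 was filed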
Target sequence (P25098 whole entry, looked up): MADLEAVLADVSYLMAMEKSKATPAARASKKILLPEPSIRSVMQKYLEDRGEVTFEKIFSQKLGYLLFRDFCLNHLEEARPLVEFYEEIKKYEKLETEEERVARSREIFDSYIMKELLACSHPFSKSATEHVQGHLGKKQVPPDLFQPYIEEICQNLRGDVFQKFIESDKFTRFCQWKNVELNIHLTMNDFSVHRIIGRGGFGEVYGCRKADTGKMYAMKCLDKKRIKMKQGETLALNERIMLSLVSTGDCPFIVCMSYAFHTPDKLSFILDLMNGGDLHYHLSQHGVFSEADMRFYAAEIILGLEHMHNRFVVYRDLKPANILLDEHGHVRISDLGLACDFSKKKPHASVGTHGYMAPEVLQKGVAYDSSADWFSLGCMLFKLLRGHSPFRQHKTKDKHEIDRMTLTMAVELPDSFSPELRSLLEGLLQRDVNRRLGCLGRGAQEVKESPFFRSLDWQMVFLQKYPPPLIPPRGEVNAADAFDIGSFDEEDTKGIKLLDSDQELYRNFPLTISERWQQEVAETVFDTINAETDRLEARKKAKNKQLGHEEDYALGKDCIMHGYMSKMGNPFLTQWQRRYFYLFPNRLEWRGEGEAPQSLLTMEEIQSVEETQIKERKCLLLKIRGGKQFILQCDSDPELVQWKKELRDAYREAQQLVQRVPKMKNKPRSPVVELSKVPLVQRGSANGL
* = called active by the depositor; i = inactive; · = no result given. Compounds as they come. Share with any hit: about 1.7%.

Sample of the layout (17 entries):
no.	Molecule	RPL19A-GFP yeast	AGP1 TOR yeast	MEP2-GFP yeast	CIT2 TOR yeast	LAP4-GFP MLPCN	VLA-4 inh	GASC-1 inh	GRK2 aptamer HTS
1	O=C(CSc1nncc2ccccc12)N1CCCCC1	103	110	117	130	112	0	22	0
2	CCOC(=O)N1CCN(Cc2cc(=O)oc3ccc(Cl)cc23)CC1	101	98	98	102	105	-4	-24	1
3	O=C(O)CSc1c2ccccc2cc2ccccc12	104	86	108	81	117	6	-13	2
4	Cc1c(/C=N\NC(=O)C2COc3ccccc3O2)c2ccccc2n1C (stereo not drawn)	93	93	91	77	97	30	-9	0
5	COc1cc(C(=O)NCC(=O)OCc2ccccc2Cl)cc(OC)c1OC	113	106	105	108	108	-15	0	2
6	O=P(C(=NCCO)NO)(N1CCOCC1)N1CCOCC1	92	89	105	92	87	-2	6	3
7	Cc1ccc(NC(=O)CSc2nnc(CCCCCNC(=O)OC(C)(C)C)o2)c(C)c1	99	100	108	91	98	4	·	0
8	CCOP(=O)(c1ccccc1)c1nc(-c2ccccc2C)oc1N1CCCCC1 (stereo not drawn)	95	93	90	95	96	18	-13	1
9	CCCCOCCCNC(=O)N[C@H](C(=O)O)C(C)CC (stereo partly drawn)	99	102	98	100	97	0	2	0
10	CC(=O)c1cccc(NC(=O)c2ccc(S(=O)(=O)N3CCCCC3)cc2)c1	97	101	110	98	108	11	6	4
11	COC(=O)c1ccccc1NC(=O)C1CCN(C(=O)c2cc(OC)cc(OC)c2)CC1	100	98	102	94	97	5	1	0
12	O=C(/C=C/c1ccccc1)Nc1ccc2c(c1)OCCO2	98	109	99	99	117	1	-3	1
13	Cc1ccc2nc(NCCc3ccc(Cl)cc3)c3nncn3c2c1	101	96	108	100	92	3	15	1
14	Nc1c(S(=O)(=O)c2ccccc2)cnc2c(-c3ccc(F)cc3)cnn12	101	106	100	107	101	29	7	10
15	CC(NC(=O)c1ccc(NC(=O)CC2SC(N3CCCC3)=NC2=O)cc1)c1ccc(F)cc1 (stereo not drawn)	98	99	93	94	104	2	-4	0
16	C#CCOCCOCCOCCNc1nc(N2CCN(C(=O)CCCCCCCCCCNC(=O)Cn3cc(C[C@@H](C)O)nn3)CC2)nc(N2CCN(C(=O)CCCCCCCCCCNC(=O)[C@H](CO)n3cc(CCCSC)nn3)CC2)n1	105	99	103	96	105	-13	-6	0
17	Cc1ccc(-c2nc(-c3cccnc3)sc2CC(=O)Nc2ccc3nc(C)sc3c2)cc1	108	100	96	103	95	4	1	0

The list itself (from the top)
no.	Molecule	RPL19A-GFP yeast	AGP1 TOR yeast	MEP2-GFP yeast	CIT2 TOR yeast	LAP4-GFP MLPCN	VLA-4 inh	GASC-1 inh	GRK2 aptamer HTS
1	O=C(CSc1nncc2ccccc12)N1CCCCC1	103	110	117	130	112	0	22	0
2	CCOC(=O)N1CCN(Cc2cc(=O)oc3ccc(Cl)cc23)CC1	101	98	98	102	105	-4	-24	1
3	O=C(O)CSc1c2ccccc2cc2ccccc12	104	86	108	81	117	6	-13	2
4	Cc1c(/C=N\NC(=O)C2COc3ccccc3O2)c2ccccc2n1C (stereo not drawn)	93	93	91	77	97	30	-9	0
5	COc1cc(C(=O)NCC(=O)OCc2ccccc2Cl)cc(OC)c1OC	113	106	105	108	108	-15	0	2
6	O=P(C(=NCCO)NO)(N1CCOCC1)N1CCOCC1	92	89	105	92	87	-2	6	3
7	Cc1ccc(NC(=O)CSc2nnc(CCCCCNC(=O)OC(C)(C)C)o2)c(C)c1	99	100	108	91	98	4	·	0
8	CCOP(=O)(c1ccccc1)c1nc(-c2ccccc2C)oc1N1CCCCC1 (stereo not drawn)	95	93	90	95	96	18	-13	1
9	CCCCOCCCNC(=O)N[C@H](C(=O)O)C(C)CC (stereo partly drawn)	99	102	98	100	97	0	2	0
10	CC(=O)c1cccc(NC(=O)c2ccc(S(=O)(=O)N3CCCCC3)cc2)c1	97	101	110	98	108	11	6	4
11	COC(=O)c1ccccc1NC(=O)C1CCN(C(=O)c2cc(OC)cc(OC)c2)CC1	100	98	102	94	97	5	1	0
12	O=C(/C=C/c1ccccc1)Nc1ccc2c(c1)OCCO2	98	109	99	99	117	1	-3	1
13	Cc1ccc2nc(NCCc3ccc(Cl)cc3)c3nncn3c2c1	101	96	108	100	92	3	15	1
14	Nc1c(S(=O)(=O)c2ccccc2)cnc2c(-c3ccc(F)cc3)cnn12	101	106	100	107	101	29	7	10
15	CC(NC(=O)c1ccc(NC(=O)CC2SC(N3CCCC3)=NC2=O)cc1)c1ccc(F)cc1 (stereo not drawn)	98	99	93	94	104	2	-4	0
16	C#CCOCCOCCOCCNc1nc(N2CCN(C(=O)CCCCCCCCCCNC(=O)Cn3cc(C[C@@H](C)O)nn3)CC2)nc(N2CCN(C(=O)CCCCCCCCCCNC(=O)[C@H](CO)n3cc(CCCSC)nn3)CC2)n1	105	99	103	96	105	-13	-6	0
17	Cc1ccc(-c2nc(-c3cccnc3)sc2CC(=O)Nc2ccc3nc(C)sc3c2)cc1	108	100	96	103	95	4	1	0
18	COc1ccc(S(=O)(=O)Nc2ccc(N(C)C(C)=O)cc2)cc1	98	98	102	105	97	-3	-2	1
19	C=CCNc1nc(N(c2ccccc2)c2ccccc2)nc(-n2ccnc2)n1	102	99	106	100	106	9	0	0
20	CC(=O)c1sc2nc(SCC(=O)N3CCCCC3)[nH]c(=O)c2c1C	95	94	97	93	101	11	-5	5
21	O=C(Nc1nnc(-c2ccccc2)o1)C1CCCN1S(=O)(=O)c1cccs1 (stereo not drawn)	97	109	99	95	104	0	-5	1
22	O=C(CCC(=O)N1CCN(S(=O)(=O)c2ccccc2)CC1)NC1CCCc2ccccc21 (stereo not drawn)	101	106	108	96	112	6	i	0
23	CC(=O)c1ccc(O)c(CSC2=NCCS2)c1	92	100	92	100	100	-2	63	0
24	CC(=O)c1c(C)[nH]c(C(=O)CSc2nnc(-c3cccs3)n2Cc2ccccc2)c1C	101	107	101	101	101	-3	-4	2
25	CCOc1cc(C2CC(=O)c3c(ccc4ccccc34)N2)ccc1O (stereo not drawn)	92	91	86	111	90	12	-4	0

Continuation.
no.	Molecule	RPL19A-GFP yeast	AGP1 TOR yeast	MEP2-GFP yeast	CIT2 TOR yeast	LAP4-GFP MLPCN	VLA-4 inh	GASC-1 inh	GRK2 aptamer HTS
26	O=C(CNC(=O)c1ccc([N+](=O)[O-])cc1)N/N=C/c1c[nH]c2ccccc12	95	107	100	98	116	14	4	0
27	COc1ccccc1CNC(=O)CCNS(=O)(=O)c1ccc2c(c1)oc(=O)n2C	110	114	119	114	110	-2	-1	5
28	COc1ccc(N2CCN(Cc3nc4scc(-c5cccs5)c4c(=O)[nH]3)CC2)cc1	100	105	101	108	103	-26	4	1
29	COc1ccc(NC(=O)Cc2c(C(=O)O)n(C)c3ccccc23)cc1OC	98	102	103	98	98	25	-26	4
30	O=C(NCCc1ccc(F)cc1)c1cccs1	98	92	98	95	96	6	10	0
31	CC1CN(c2nnnn2-c2ccccc2)CC(C)O1 (stereo not drawn)	78	29	188*	112	95	4	3	9
32	CC(=O)NC1CCN(C(=O)N2CCCC2)CC1	100	95	100	·	88	9	2	2
33	O=C(O)c1sc2ncccc2c1OCc1ccccc1	101	105	104	97	102	43	-12	1
34	O=C(Nc1ccc([N+](=O)[O-])cc1Cl)c1cc(Cl)ccc1O	94	81	92	75	108	-3	·	0
35	O=C(COc1cc(Cl)ccc1Cl)Nc1nnc(C2CC2)s1	100	90	103	97	89	-3	-7	4
36	C/C(=N\NC(=O)c1cccc(Cl)c1)c1cccc(NC(=O)c2ccco2)c1	95	97	102	99	100	13	1	3
37	O=C(Cn1cncn1)c1ccccc1	100	111	106	108	108	-2	-4	2
38	CCC(C)N1CCN(C(=O)c2cccs2)CC1 (stereo not drawn)	91	·	94	94	89	-7	-1	1
39	Fc1ccc(NC(=S)NCc2cccs2)cc1	98	98	95	92	82	3	21	0
40	O=C(Cn1nc(-c2ccccc2)nc1-c1ccccc1)OC1CCCCC1	103	103	107	101	108	2	-3	2
41	CC1(C)CC(=O)c2cnc(NC(=O)c3ccco3)nc2C1	99	100	101	101	96	2	5	0
42	CCN(CC)CCNC(=O)CNC(=O)c1nn(-c2ccc(OC)c(OC)c2)c(=O)c2ccccc12	97	86	95	98	81	12	8	0
43	O=C(O)CSc1sc(=S)sc1SCC(=O)O	99	109	100	105	104	3	8	1
44	COc1cc(N/N=C/c2ccccc2O)ncn1	98	80	107	94	107	-10	-4	6
45	C=CCNC(=O)COc1ccc(S(=O)(=O)N2CCCC2)cc1	96	102	98	101	97	-2	4	0
46	CC(=O)Nc1cccc(N=NN2CCOCC2)c1	100	105	107	104	121	1	2	0
47	Cc1ccc(Nc2nnc(C(C)(C)C)c(=O)n2N)cc1	102	108	105	104	98	10	-7	0
48	Cc1ccc(CNC(=O)[C@H](Cc2ccccc2)NC(=O)c2ccco2)cc1	97	98	96	98	98	21	-1	1
49	COc1ccc(CNC(=O)C2CCN(C(=O)[C@@H]3Cc4ccccc4CN3)CC2)cc1	98	96	99	96	95	10	-1	1
50	CC1(C(=O)Nc2ccc(S(=O)(=O)Nc3ncccn3)cc2)CCCC1	104	105	106	102	100	-1	-18	0

Following part:
no.	Molecule	RPL19A-GFP yeast	AGP1 TOR yeast	MEP2-GFP yeast	CIT2 TOR yeast	LAP4-GFP MLPCN	VLA-4 inh	GASC-1 inh	GRK2 aptamer HTS
51	CC(=O)N/C(=C\c1ccccc1)C(=O)OCc1ccc(C)cc1	112	98	107	108	87	7	5	0
52	c1ccc(-c2sc3ccccc3c2-c2ccc(OCCN3CCCC3)cc2)cc1	89	93	95	85	119	46	-21	0
53	O=C(OCc1cccc(Cl)c1)c1cc(S(=O)(=O)N2CCCCC2)ccc1N1CCOCC1	114	99	111	·	89	8	-20	0
54	CNC(=O)CCC(=O)Nc1ccc(C(=O)OC)cc1	105	103	95	·	94	0	0	0
55	CC(=O)Nc1ccc(NC(=O)CSC2=NS(=O)(=O)c3ccccc3N2)cc1	92	100	96	97	96	0	4	1
56	Cc1ccc2c(CC(=O)Nc3cccc(S(=O)(=O)N4CCOCC4)c3)coc2c1	107	113	105	106	106	5	5	0
57	O=C(NOC(=O)c1ccccc1)c1ccccc1	93	65	102	79	164*	6	-8	0
58	CC(C)CC(=O)Nc1sc2c(c1C(=O)O)CCCCC2	93	86	90	85	109	5	-3	3
59	C/C(=N\NC(=O)C1CCCC1)c1ccc(C(C)C)cc1	110	97	99	101	85	-1	-1	3
60	COc1cc(CC(=O)OCc2cccc([N+](=O)[O-])c2)cc(OC)c1OC	109	98	116	101	99	-18	8	4
61	CS(=O)(=O)c1nc(-c2ccccc2)cc(-c2ccccc2)c1C#N	95	96	96	98	95	2	1	1
62	CCN(CC)C(=O)c1ccc(C)c(Br)c1	94	97	96	84	108	5	-8	0
63	C/C(=N\NC(=S)NCc1ccccc1)c1ccc(C)o1	100	104	102	105	108	10	-5	2
64	O=C(O)C1CCCCC1C(=O)NCc1ccccc1 (stereo not drawn)	87	27	148	106	99	2	1	0
65	COC(=O)CNC(c1ccccc1)c1cc(Br)ccc1NS(=O)(=O)c1ccc(C)cc1 (stereo not drawn)	100	91	98	95	89	-7	-4	2
66	Cc1ccc(NC(=O)COC(=O)c2ccco2)cc1S(=O)(=O)N1CCOCC1	93	92	99	103	93	-19	34	14
67	O=C(c1cccc([N+](=O)[O-])c1)N1CCN(c2ccccn2)CC1	100	91	101	96	86	10	-5	0
68	O=C(NCC(c1cccs1)N1CCOCC1)c1cn(-c2ccccc2)nc1-c1ccccc1 (stereo not drawn)	101	108	115	112	105	7	-9	0

Screen by screen, as entered above.
MEP2-GFP yeast, nos. 52–61, in order: 95, 111, 95, 96, 105, 102, 90, 99, 116, 96
CIT2 TOR yeast, nos. 52–61, in order: 85, ·, ·, 97, 106, 79, 85, 101, 101, 98
